Apaf-1 inh: inhibitors of human Apaf-1 apoptosome, primary screen, biochemical, DEVD-Rh110 fluorescence, uHTS; Apoptotic protease-activating factor 1 (Homo sapiens), O14727; reconstituted apoptosome caspase-3 activity; inhibition, % at 20 µM; 330,000 tested, 0.71% active; active = inhibition of at least 40% at 20 µM;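 also: plate controls were DMSO wells for no effect and DEVD-CHO caspase inhibitor wells for full effect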
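Material: reconstituted apoptosome with Apaf-1, cytochrome c, caspase-9, procaspase-3, dATP / Buffer or medium: pH 7.5 Hepes buffer with CHAPS, BSA, DTT / Also added: cytochrome c with DEVD-Rh110 / Schedule: compound with Apaf-1, dATP, procaspase-3 30 min, then 50 min reaction, room temperature / Technique: rhodamine 110 fluorescence at Ex 480/Em 540 nm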
PfG6PD inh: PfG6PD enzyme inhibitors, primary screen, biochemical, fluorescence intensity, uHTS; glucose-6-phosphate dehydrogenase-6-phosphogluconolactonase (Plasmodium falciparum 3D7); PfGluPho enzyme, NADPH resazurin-diaphorase fluorescence; inhibition, % at 20 µM; 350,000 tested, 0.78% active; AID 504690, 2011;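 active = inhibition reaching at least a set limit at 20 µM in the primary screen, cut at about 59% in these data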;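 also: 0% = DMSO wells with substrate and 100% = DMSO wells lacking glucose-6-phosphate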
SENP1 FRET inh: human SENP1 catalytic domain inhibitors, primary screen, biochemical, FRET, uHTS | 360,000 tested, 0.21% active | recombinant SENP1 catalytic domain, CyPet-SUMO1-YPet FRET cleavage | inhibition, % at 10 µM | Sentrin-specific protease 1 (Homo sapiens), Q9P0U3;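 active = inhibition at least 30% at 10 µM, raw YFP signal under a set limit, fluorescence ratio 0.5 to 1.5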;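 also: 0% = enzyme with DMSO and 100% = no enzyme wells; some results filed as inactive read as strong as hits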
Target sequence (Q9P0U3 419-644 limits assumed): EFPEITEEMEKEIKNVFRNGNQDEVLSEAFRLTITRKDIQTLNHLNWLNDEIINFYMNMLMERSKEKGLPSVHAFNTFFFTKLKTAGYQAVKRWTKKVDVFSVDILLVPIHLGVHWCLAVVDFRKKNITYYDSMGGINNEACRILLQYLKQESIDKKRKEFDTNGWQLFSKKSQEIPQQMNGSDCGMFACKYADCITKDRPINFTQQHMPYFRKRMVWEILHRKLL
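Test system: hSENP1 catalytic domain, recombinant; Amount: 20 pM final SENP1 enzyme; Medium: Tris pH 8 buffer plus EDTA, NaCl, BME, BSA, NP40, catalase; Schedule: 50 min enzyme reaction, room temperature, light-protected; Technique: FRET fluorescence in CFP and YFP emission channels; Controls: no-enzyme wells low, DMSO-plus-enzyme wells high control.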
HKDC1 inh: HKDC1 hexokinase inhibitors, primary screen, biochemical, fluorescence, uHTS. recombinant HKDC1, G6PDH/diaphorase resazurin coupled fluorescence. inhibition, % at 20 µM. 340,000 tested, 0.16% active. AID 493160, 2011;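 active = inhibition above about 35% when tested at 20 µM, limit read from the data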;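 also: plate controls were DMSO wells with enzyme for no effect and DMSO wells lacking enzyme for full effect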
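Assay system: recombinant HKDC1 hexokinase; detection: coupled resazurin fluorescence, excitation 525 nm, emission 613 nm; benchmarks: DMSO-plus-enzyme-mix negative control, buffer-substituted positive control; compound dosing: single 20 µM dose; schedule: 90 min at room temperature in dark; also added: glucose plus 1 mM ATP as hexokinase substrates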
SENP6 inh: SENP6 protease inhibitors, primary screen, biochemical, luminescence, uHTS; 330,000 tested, 1.8% active; inhibition, % at 10 µM; AID 2599, 2010; Sentrin-specific protease 6 (Homo sapiens), Q9GZR1; Recombinant SENP6 catalytic domain, aminoluciferin luminescence;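 active = inhibition above about 50% at the single tested dose, limit read from the data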;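 also: plate controls were DMSO wells with enzyme for no effect and DMSO wells lacking enzyme for full effect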
Target sequence (Q9GZR1 628-1112 limits assumed): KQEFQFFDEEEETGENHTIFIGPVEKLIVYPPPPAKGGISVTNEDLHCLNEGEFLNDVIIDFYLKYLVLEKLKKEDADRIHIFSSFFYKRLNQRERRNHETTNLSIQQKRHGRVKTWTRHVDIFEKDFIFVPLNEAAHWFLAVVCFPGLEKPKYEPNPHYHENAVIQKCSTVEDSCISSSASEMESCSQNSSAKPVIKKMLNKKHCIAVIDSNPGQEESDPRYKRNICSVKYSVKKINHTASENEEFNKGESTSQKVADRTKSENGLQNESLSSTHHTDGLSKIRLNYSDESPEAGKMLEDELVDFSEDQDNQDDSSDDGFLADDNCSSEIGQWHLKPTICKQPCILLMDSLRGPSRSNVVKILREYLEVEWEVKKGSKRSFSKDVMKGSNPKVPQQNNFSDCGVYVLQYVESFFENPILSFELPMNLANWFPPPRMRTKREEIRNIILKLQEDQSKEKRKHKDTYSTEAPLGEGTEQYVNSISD
SENP8 block-1: SENP8 protease inhibitors, primary screen, biochemical, luminescence | Sentrin-specific protease 8 (Homo sapiens), Q96LD8 | purified SENP8, Z-RLRGG-aminoluciferin cleavage | 330,000 tested, 1.2% active | inhibition, % at 10 µM | AID 2540, 2010; in the data active = inhibition above about 50%
SENP8 block-2: human SENP8 protease inhibitors, primary screen, biochemical, fluorescence, Nedd8 protein substrate, uHTS | AID 602440, 2012 | Sentrin-specific protease 8 (Homo sapiens), Q96LD8 | 360,000 tested, 0.64% active | recombinant SENP8 | inhibition, % at 20 µM; in the data active = inhibition mostly above about 40%, no sharp cut-off; inactive = mostly below about 27%
SENP7 block: SENP7 protease inhibitors, primary screen, biochemical, luminescence, uHTS; Sentrin-specific protease 7 (Homo sapiens), Q9BQF6; recombinant SENP7, Z-RLRGG-aminoluciferin luminescence, 40 min; inhibition, % at 5 µM; 330,000 tested, 1.5% active; AID 434973, 2010;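 active = inhibition above about 50% at the single test dose, limit read from the data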;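 also: plate controls were DMSO with enzyme for no effect and no enzyme buffer wells for full effect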
Target sequence (Q9BQF6 706-1050 limits assumed): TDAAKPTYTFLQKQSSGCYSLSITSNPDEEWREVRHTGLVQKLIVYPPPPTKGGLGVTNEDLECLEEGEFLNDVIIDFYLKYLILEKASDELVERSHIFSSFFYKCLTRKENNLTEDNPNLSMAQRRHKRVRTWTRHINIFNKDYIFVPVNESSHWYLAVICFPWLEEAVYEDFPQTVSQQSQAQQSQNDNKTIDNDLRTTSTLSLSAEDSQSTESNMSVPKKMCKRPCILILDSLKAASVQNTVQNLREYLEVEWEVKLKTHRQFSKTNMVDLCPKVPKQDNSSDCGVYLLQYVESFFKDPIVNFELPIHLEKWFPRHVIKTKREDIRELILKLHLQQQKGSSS
Numbers without * were called inactive; i = inactive; · = not tested or not shown.

Screens in order: Apaf-1 inh | HKDC1 inh | SENP1 FRET inh | SENP8 block-1 | PfG6PD inh | SENP8 block-2 | SENP6 inh | SENP7 block
CCOc1cc(/C=C2\N=C(C)OC2=O)cc(Cl)c1OCC(=O)OC
    -15 | 1 | 2 | 2 | 3 | 4 | -13 | 3
Fc1ccc2c(c1)C(c1ccncc1)=NNC(c1ccc(Br)cc1)=N2
    2 | -13 | 2 | 0 | 25 | 13 | 14 | 7
O=C(c1ccccn1)c1cc2ccccc2n1S(=O)(=O)c1ccccc1
    14 | -4 | -1 | -6 | 20 | 14 | -6 | 2
Cc1ccc(CC(=O)Nc2nccs2)cc1
    -3 | -4 | 2 | -12 | 15 | 0 | -12 | 9
CN1C(=O)NC(c2cccc([N+](=O)[O-])c2)C2=C1CC(C)(C)CC2=O (stereo not drawn)
    -3 | 4 | 0 | -12 | 0 | 14 | -1 | -6
COc1cccc2sc(Nc3nnc(-c4ccccc4Cl)o3)nc12
    13 | -20 | -51 | 18 | -3 | -410 | 22 | 0
Cc1cscn1
    29 | -1 | 2 | -3 | -10 | 1 | -6 | 8
Cn1c(=O)c2c(nc(Cl)n2CCOc2ccccc2)n(C)c1=O
    -2 | -5 | 1 | -4 | 3 | 1 | -22 | 12
O=c1cc(N2CCCC2)c(-c2ccccc2)n[nH]1
    1 | -4 | -4 | 1 | -4 | 13 | -24 | -4
Cc1c(/N=C(\[O-])Nc2ccc(Br)cc2)sn[n+]1C
    -6 | -4 | -2 | 30 | 19 | -99 | 39 | 48
CCN(CCCNC(=O)CNC(=O)c1nn(-c2ccc(OC)cc2)c(=O)c2ccccc12)c1cccc(C)c1
    39 | 2 | -1 | 3 | 27 | -110 | -23 | 1
Cc1ccc(N=Cc2c(O)cc(C)oc2=O)c(C)c1
    -5 | 12 | 25 | 7 | -10 | -62 | 15 | 3
O=C(O)c1cnc(-c2ccccc2)nc1Sc1ccc(Cl)cc1
    5 | 2 | 2 | 3 | -32 | 4 | -5 | -12
Cc1cccc2c(C(=O)O)c3c(nc12)CCCCC3
    -5 | -4 | 2 | 11 | 6 | 4 | -9 | -4
Cc1ccc(C(=O)NC(C(=O)OCc2cn3cc(Cl)ccc3n2)C(C)C)cc1 (stereo not drawn)
    17 | 6 | -2 | -6 | -15 | -27 | -8 | -5
CCc1ccccc1N(CC(=O)NC(C)(C)C)C(=O)CCC(=O)Nc1ccccn1
    -8 | -7 | -123 | -4 | 9 | -71 | -3 | -13
CCOc1ccc(C(=O)NC2CC3CCCC(C2)N3Cc2ccccc2)cc1 (stereo not drawn)
    -11 | 2 | 0 | -1 | 11 | 14 | -5 | -1
O=C1c2ccccc2C(=O)N1CC#CCN1CCN(C(c2ccccc2)c2ccccc2)CC1
    16 | 8 | 3 | -1 | -4 | 28 | -25 | 3
COc1ccccc1/C=C/C=N/n1c(-c2n[nH]c3c2CCC3)n[nH]c1=S
    12 | -5 | 3 | -10 | 32 | 26 | -11 | -6
CCc1nn(CC(=O)N2CC(C)CC(C)C2)c(=O)c2cccn12 (stereo not drawn)
    1 | -1 | -1 | 2 | 9 | 16 | 7 | 0

Screens in order: Apaf-1 inh | HKDC1 inh | SENP1 FRET inh | SENP8 block-1 | PfG6PD inh | SENP8 block-2 | SENP6 inh | SENP7 block
CC1CCc2c(sc(NC(=O)c3cccs3)c2C(=O)O)C1 (stereo not drawn)
    1 | 8 | 2 | 76* | 12 | -28 | 88* | -4
COc1ccc(S(=O)(=O)N2CCCCC2)cc1NC(=O)CN(C)C1CCCCC1
    -2 | -3 | 1 | 4 | 14 | -6 | -21 | 1
COc1cc2c(cc1OC)CN(C(=O)CCN1C(=O)C3CCCCC3C1=O)CC2 (stereo not drawn)
    0 | -1 | 2 | 1 | -17 | 17 | -16 | 3
O=C(CSc1nc(=O)n2ccccc2n1)N1CCC(Cc2ccccc2)CC1
    4 | 2 | -5 | 4 | 2 | -105 | -6 | -10
CC(C)C(C(=O)NCC1CCCO1)N(Cc1ccco1)C(=O)CNS(=O)(=O)c1ccccc1 (stereo not drawn)
    2 | -4 | 3 | -6 | -4 | 19 | -18 | -10
CC(C)C(O)C1CCN(Cc2nc(-c3cccs3)no2)CC1 (stereo not drawn)
    -7 | -2 | 0 | 2 | -16 | 6 | 4 | -5
CC(NC(=O)C(=O)N1CCOCC1)C(c1cccs1)N1CCN(c2ccc(F)cc2)CC1 (stereo not drawn)
    -2 | 5 | 3 | 1 | -17 | 8 | 9 | 10
COc1ccccc1C(=O)NNC(=O)c1cccc(C)c1
    0 | -10 | -1 | -7 | 16 | 12 | 3 | -6
NC(=O)C[n+]1ccc(/C=N/O)cc1
    -1 | -1 | 1 | 6 | -1 | 9 | -20 | -3
CCCCC(=O)Nc1ccc(NC(=O)c2ccc([N+](=O)[O-])cc2Cl)cc1OC
    -2 | 12 | 1 | -4 | -26 | 6 | 1 | 0
COc1ccc2c(c1)CCc1c(C(=O)NCCN3CCOCC3)noc1-2
    -3 | -7 | 1 | 5 | 13 | -7 | 6 | 0
Cc1ccc(NC(=O)CCC(=O)OCC(=O)c2ccc(Oc3ccc([N+](=O)[O-])cc3)cc2)cc1
    1 | -7 | 1 | -11 | 4 | 12 | -27 | -6
CCN(CC)C(=O)C1=C(C)Nc2nc3ccccc3n2C1c1cccc(OC)c1 (stereo not drawn)
    1 | -4 | 2 | -8 | -2 | 16 | -19 | -4
COc1cc(OC)c(OC)cc1CN1CCN(C(=O)CC(C)C)CC1
    0 | -8 | 1 | 3 | -16 | 9 | -4 | 4
Cc1ccc(-n2nc3c(c2NC(=O)CC(C)C)CS(=O)(=O)C3)c(C)c1
    -2 | -5 | -2 | 3 | -7 | 1 | 5 | 2
COc1ccc(Cl)cc1NC(=O)CN(C)CC(=O)NCc1cccs1
    15 | 3 | 4 | 7 | 4 | 14 | 3 | 2
Cc1ccc(C(=O)CCC(=O)OCC(=O)Nc2ccccc2SCC#N)cc1
    9 | -3 | 46* | 6 | 9 | -4 | 0 | 16
COc1cc(NC(=O)c2cc3c(CO)cnc(C)c3oc2=Nc2cccc(C(N)=O)c2)cc(OC)c1
    9 | -2 | 0 | -1 | 1 | 31 | 3 | 1
CCC(=O)N(CCCN(C)C)c1nc(-c2cc(OC)ccc2OC)cs1
    3 | -6 | -1 | -3 | 7 | 13 | -1 | -3
COc1ccccc1CNC(=O)C1CC(c2ccccc2F)=NO1 (stereo not drawn)
    -6 | -7 | -1 | 3 | 7 | 15 | -9 | 4

Screens in order: Apaf-1 inh | HKDC1 inh | SENP1 FRET inh | SENP8 block-1 | PfG6PD inh | SENP8 block-2 | SENP6 inh | SENP7 block
CCOC(=O)c1cccc(NC(=O)CSc2nnc(-c3cccnc3)n2C)c1
    1 | -3 | 1 | -8 | 9 | 7 | -8 | -4
Cc1ccccc1C(=O)NCC(c1ccco1)N1CCc2ccccc21 (stereo not drawn)
    19 | -2 | -9 | -5 | 10 | 0 | -1 | 3
COc1ccc(C(CNC(=O)c2ccc(Br)o2)N2CCN(C)CC2)cc1 (stereo not drawn)
    6 | -5 | -1 | 16 | 15 | -1 | -4 | -2
Cc1cc(C)cc(NC(=O)COc2coc(CN3CCc4ccccc43)cc2=O)c1
    8 | -5 | -5 | 15 | -5 | 9 | -4 | 0
Cc1ccc(NC(=O)c2cc3cc(OC(F)(F)F)ccc3[nH]2)cc1
    -9 | 3 | · | 0 | -10 | · | -11 | -3
COCCn1c(C)cc(C(=O)COC(=O)c2ccc(N3CCCC3=O)cc2)c1C
    3 | -2 | -4 | 0 | 0 | 15 | -8 | 2
CSCCC(NS(=O)(=O)c1ccccc1)C(=O)OCc1cc(=O)oc2cc(O)ccc12 (stereo not drawn)
    13 | 8 | -71 | -12 | -17 | -499 | -1 | -3
COc1cc(OC)cc(-c2nc(-c3ccccc3OC)no2)c1
    7 | -1 | -2 | 4 | 2 | -3 | -2 | 4
Cc1cccc(C)c1NC(=O)C(c1ccccc1)N1CCC2(CC1)OCCO2 (stereo not drawn)
    -3 | -7 | 1 | 10 | 5 | 18 | 2 | 5
CC(=O)Nc1ccc(N2Cc3ccccc3C2)cc1
    13 | 4 | 0 | -8 | 16 | -7 | 4 | 6
CC1CCC(C(=O)NC(C(=O)Nc2ccccn2)C(C)C)CC1 (stereo not drawn)
    9 | -3 | 3 | 5 | -1 | 5 | 0 | 5
CC1Cc2cc(S(=O)(=O)CCC(=O)NCc3ccco3)ccc2N1C(=O)C1CC1 (stereo not drawn)
    10 | -4 | -4 | 8 | 3 | 11 | -5 | 5
O=c1[nH]c2ccc(S(=O)(=O)N3CCN(Cc4ccccc4)CC3)cc2[nH]c1=O
    -20 | 3 | 0 | 2 | -24 | -108 | -13 | 4
COc1ccc(C(=O)Oc2ccc(C(=S)N3CCOCC3)cc2)cc1
    10 | 6 | 2 | -11 | 40 | 12 | -7 | -2
Cc1ccc(S(=O)(=O)Nc2ccc(C(=O)N3CCCC3)cc2)c(C)c1NS(C)(=O)=O
    4 | -5 | -3 | -6 | -25 | 10 | 8 | 5
CCOc1ccc(NC(=O)CN(C)C(=O)c2ccc(COc3ccccc3)o2)cc1OCC
    8 | -3 | 2 | -3 | 9 | 3 | -9 | 5
Cc1cc(C)cc(NC(=O)C(OC(=O)Cn2cnc3c2c(=O)n(C)c(=O)n3C)c2ccccc2)c1 (stereo not drawn)
    -2 | -1 | 2 | 12 | -6 | 5 | -1 | -6
CC(C)n1c(/C=C/[C@H](O)C[C@H](O)CC(=O)O)c(-c2ccc(F)cc2)c2ccccc21
    5 | 3 | -21 | -1 | -27 | i | 10 | -3
Cc1nn(-c2ccc(F)cc2)c2nc(N)c(C#N)c(-c3cccs3)c12
    15 | 2 | -29 | -12 | 9 | -265 | -14 | -6
COc1ccc(-c2cn(Cc3ccc4ccccc4c3)nn2)cc1
    -123 | -6 | 2 | -18 | 3 | 23 | -8 | -14

Compounds from the list above that have two or more sulfur atoms (three):
Screens in order: Apaf-1 inh | HKDC1 inh | SENP1 FRET inh | SENP8 block-1 | PfG6PD inh | SENP8 block-2 | SENP6 inh | SENP7 block
CC1CCc2c(sc(NC(=O)c3cccs3)c2C(=O)O)C1 (stereo not drawn)
    1 | 8 | 2 | 76* | 12 | -28 | 88* | -4
CSCCC(NS(=O)(=O)c1ccccc1)C(=O)OCc1cc(=O)oc2cc(O)ccc12 (stereo not drawn)
    13 | 8 | -71 | -12 | -17 | -499 | -1 | -3
Cc1ccc(S(=O)(=O)Nc2ccc(C(=O)N3CCCC3)cc2)c(C)c1NS(C)(=O)=O
    4 | -5 | -3 | -6 | -25 | 10 | 8 | 5
